BCR signal inh – qHTS Assay to Find Inhibitors of Chronic Active B-Cell Receptor Signaling. ABC-DLBCL IkBa-CBG/CBR reporter, luminescence ratio, 4 h. 340,000 tested, 0.05% active. Potency, µM (doses to about 46.1 µM), inactives show at the top dose ratio change, negative = lower green/red ratio, usual class: inhibitors; active = well fitted inhibition curve with a large enough effect in the signal ratio, with a control signal flat, not every such curve was filed as active; inconclusive = small, poorly fitted or top-dose-only effect, or effect the other way, or a change in a side signal; the % refers to the signal ratio;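 note: potency is the fitted concentration of half-maximal effect; plate controls were basal doxycycline-induced cells for no effect and cells given 10 µM MG132 for full effect; MG132 reads +100%, hits lower the ratio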
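TMD8 ABC-DLBCL cells carrying doxycycline-inducible green luciferase fused to IkappaBalpha plus unfused red luciferase were exposed to compounds (up to 46 uM) for 4 hrs at 37C. Activity came from the overlap-corrected green/red luminescence ratio.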
Menin MLL FP TR – qHTS Assay for Inhibitors Targeting the Menin-MLL Interaction in MLL Related Leukemias: Competition With Texas Red Labeled MLL-derived Mutant Peptide; 270,000 tested, 0.23% active; Menin + Texas Red MLL mutant peptide, fluorescence polarization; Potency, µM (top dose mostly 61.6 µM), inactives show at the top dose FP activity change, negative = inhibition, most hits filed as inhibitors; active = well fitted inhibition curve with a large enough effect in the polarisation, with a control signal flat, not every such curve was filed as active; inconclusive = small, poorly fitted or top-dose-only effect, or effect the other way, or a change in a side signal; inactive = no such curve, though single readings can be large or run the other way; the % refers to the polarisation; note: potency is the fitted concentration of half-maximal effect; % of control where 0% means no effect; many of its hits are not listed in these tables
USP2a block – qHTS Assay for Inhibitors of Ubiquitin-specific Protease USP2a Using CHOP2 as the Reporter; 330,000 tested, 0.01% active; Potency, µM (highest dose often 38.3 µM), inactives show top-dose activity change, negative = inhibition, actives largely listed as inhibitors; Ubiquitin carboxyl-terminal hydrolase 2 (Homo sapiens), O75604; USP2 core, Ub-CHOP2 coupled fluorogenic reporter, 485/531;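 note: potency is the fitted concentration of half-maximal effect; plate controls were DMSO wells for no effect and full inhibition by NEM control for full effect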
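Cell-free coupled assay: 10nM USP2 core preincubated 30min RT with compound in Tris-HCl pH 8.0/CaCl2/CHAPS buffer, then 25nM Ub-CHOP2 and 25nM reporter substrate; fluorescence (Ex 485/Em 531) read after 60min RT, normalized to NEM inhibition, concentration-response curves fitted.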
MBNL1 CUG block – qHTS Assay for Inhibitors of MBNL1-poly(CUG) RNA binding; 280,000 tested, 0.036% active; TR-FRET MBNL1-His/biotin-(CUG)12 binding, 665/545 ratio; Potency, µM (doses to about 57.5 µM), for the others: at the highest dose activity change, negative = inhibition, usual class: inhibitors; AID 2675, 2010; Muscleblind-like protein 1 (Homo sapiens), Q9NR56; active = well fitted inhibition curve with a large enough effect in the signal ratio, with a control signal flat, not every such curve was filed as active; inconclusive = small, poorly fitted or top-dose-only effect, or effect the other way, or a change in a side signal; inactive = no such curve, though single readings can be large or run the other way; the % refers to the signal ratio; note: potency is the fitted concentration of half-maximal effect; % is set by controls: 0 for no effect and ±100 for the full control effect
Target sequence (Q9NR56 whole entry, looked up): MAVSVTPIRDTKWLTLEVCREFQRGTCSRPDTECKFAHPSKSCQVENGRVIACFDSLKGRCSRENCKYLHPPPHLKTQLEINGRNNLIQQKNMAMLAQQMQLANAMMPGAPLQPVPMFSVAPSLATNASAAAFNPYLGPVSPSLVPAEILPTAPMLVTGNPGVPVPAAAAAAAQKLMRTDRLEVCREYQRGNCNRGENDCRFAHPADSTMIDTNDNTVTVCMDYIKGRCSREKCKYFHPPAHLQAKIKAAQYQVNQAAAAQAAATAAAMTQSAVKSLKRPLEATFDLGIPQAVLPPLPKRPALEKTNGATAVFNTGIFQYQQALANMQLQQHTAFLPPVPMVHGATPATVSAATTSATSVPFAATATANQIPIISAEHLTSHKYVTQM
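Inhibition of protein-RNA binding appears as loss of TR-FRET between terbium anti-His antibody on MBNL1-His and streptavidin-XL665 on biotin-(CUG)12. Activity is normalized to buffer-only and uninhibited-complex controls.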
GALK inh – qHTS Assay for Inhibitors of Human Galactokinase (GALK). Potency, µM (titrated, usually from 57.5 µM), inactives show at the highest dose activity change, negative = inhibition, actives largely listed as inhibitors. P51570. AID 1868, 2009. 270,000 tested, 0.007% active. Purified GALK, Kinase-Glo residual ATP luminescence; note: potency is the fitted concentration of half-maximal effect; % is set by controls: 0 for no effect and ±100 for the full control effect
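Galactose (100 uM) and ATP (35 uM) were turned over by 5 nM GALK for 1 h at RT. Kinase-Glo Plus then converted the remaining ATP into a luminescent signal.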
S-ASM inh – Inhibitors of Secretory Acid Sphingomyelinase (S-ASM): qHTS; Sphingomyelin phosphodiesterase (Homo sapiens), P17405; placental ASM, HMU-PC fluorogenic substrate, 60 min; Potency, µM (series often up to 57.5 µM), without a hit: at the highest dose activity change, negative = inhibition, hits mostly inhibitors; 340,000 tested, 0.006% active; AID 504937, 2011; note: potency is the fitted concentration of half-maximal effect
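Fluorescence read-out (Ex 386 nm, Em 447 nm) after stopping the reaction at pH 10. Enzyme: ASM from human placenta; substrate HMU-PC0, 9 uM final; 60 min, 37 °C. Compound preincubation 10 min, ambient temperature.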
PKM2 act – qHTS Assay for Activators of Human Muscle isoform 2 Pyruvate Kinase. Pyruvate kinase PKM (Homo sapiens), P14618. purified PKM2, Kinase-Glo ATP luminescence, activation; response scale: 0% is enzyme alone, no compound. Potency, µM (series often up to 57.5 µM), for inactives: at the top dose activation, usual class: activators. 260,000 tested, 0.34% active. AID 1631, 2009; note: potency is the fitted concentration of half-maximal effect; % is set by controls: 0 for no effect and ±100 for the full control effect; nearly all actives have a fitted effect of over 55% in size
Target sequence (P14618 whole entry, looked up, canonical isoform): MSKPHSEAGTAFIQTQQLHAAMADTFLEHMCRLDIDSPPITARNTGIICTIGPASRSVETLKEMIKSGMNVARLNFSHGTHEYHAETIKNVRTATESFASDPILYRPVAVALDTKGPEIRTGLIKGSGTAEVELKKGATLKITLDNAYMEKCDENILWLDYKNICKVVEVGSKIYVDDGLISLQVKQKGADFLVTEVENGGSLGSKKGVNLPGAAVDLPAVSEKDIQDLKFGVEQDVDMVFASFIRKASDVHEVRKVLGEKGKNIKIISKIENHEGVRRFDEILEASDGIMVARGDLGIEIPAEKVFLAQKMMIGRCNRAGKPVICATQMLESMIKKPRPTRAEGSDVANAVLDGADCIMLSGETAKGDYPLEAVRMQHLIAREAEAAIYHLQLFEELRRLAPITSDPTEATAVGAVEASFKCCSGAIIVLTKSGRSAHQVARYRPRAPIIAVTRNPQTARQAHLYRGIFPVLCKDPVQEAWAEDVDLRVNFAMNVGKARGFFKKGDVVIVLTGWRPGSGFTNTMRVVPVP
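Purified hPK-M2 (>95%) run at intermediate activity with 0.1 mM ADP and 0.5 mM PEP in 50 mM imidazole pH 7.2, KCl, MgCl2; 1 h room temperature. ATP formed read by Kinase-Glo luminescence; normalized to uninhibited and no-enzyme controls.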
KCNH2 WT inh – qHTS for Inhibitors of KCHN2 3.1: Wildtype qHTS | U2OS, BacMam KCNH2, thallium flux FluxOr; stronger effect = lower value | activity change, % at 1.84 µM | 340,000 tested, 0.37% active | AID 720551, 2013;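 active = maximum activity change below -70%; inconclusive = maximum activity change between -70% and -50%; inactive = maximum activity change above -50%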; note: % is set by controls: 0 for no effect and ±100 for the full control effect
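U2OS cells were transduced with wild-type KCNH2 virus (2.03 x 10^8 / mL) for 4 h at room temperature, then cultured overnight at 37 C. Thallium flux was read with FluxOr dye. Rate constants were normalized to DMSO controls.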
Eya2 inh – qHTS Assay for Inhibitors of the Phosphatase Activity of Eya2; 330,000 tested, 0.006% active; Protein phosphatase EYA2 (Homo sapiens), O00167; recombinant Eya2, OMFP fluorescence dephosphorylation (OMFP is methylfluorescein phosphate); Potency, µM (doses to about 76.9 µM), without a hit: at the highest dose activity, negative = inhibition, actives largely listed as inhibitors; note: potency is the fitted concentration of half-maximal effect; % is set by controls: 0 for no effect and ±100 for the full control effect
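Eya2 (0.2 uM) preincubated 10 min at ambient with compound, then OMFP substrate added at 50 uM; 10 min reaction in 50 mM HEPES pH 7.5, 50 mM NaCl, 5 uM MgCl2, 0.05% BSA, 1 mM DTT. Fluorescence read at Ex 485/Em 525 nm.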
TSHR antagonist – Antagonists of the Thyroid Stimulating Hormone Receptor: HTS campaign; Thyrotropin receptor (Homo sapiens), P16473; TSHR-expressing cells, TSH-stimulated cAMP HTRF, 2 h; stronger effect = lower value; activity change, negative = inhibition, % at 11.5 µM; 330,000 tested, 0.2% active;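 active = activity change below a set negative limit, meaning inhibition stronger than a set level, cut at about -70% in these data; inconclusive = activity change between two set negative limits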; note: % is set by controls: 0 for no effect and ±100 for the full control effect
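Inhibition of cAMP made by TSHR-expressing cells under TSH stimulation (4nM final, EC80; 2 h, 37 deg C) is quantified with a one-step lysis HTRF kit, anti-cAMP cryptate versus cAMP-d2.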
Mito fusion yeast – qHTS Assay for Small Molecule Inhibitors of Mitochondrial Division or Activators of Mitochondrial Fusion; S. cerevisiae fusion-defective mutant growth rescue, CellTiterGlo 48 h; Potency, µM (highest dose often 46.1 µM), without a hit: top-dose growth rescue (activation), hits mostly activators; 320,000 tested, 0.23% active; AID 485298, 2010;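 note: potency is the fitted concentration of half-maximal effect; % of control where 0% means no effect; nearly all actives have a fitted effect of over 45% in size; temperature-sensitive fusion mutants such as fzo1-1 at 37 °C on non-fermentable ethanol glycerol medium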
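Yeast fusion mutant, YPEG (non-fermentable carbon), compound, 48 h at 37C non-permissive; CellTiterGlo added, 10 min RT, luminescence read. Rescued growth = division inhibition.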
An asterisk follows results filed as active; ? = inconclusive; nt = not tested or not shown; [ ] = dose if it differs, or a comment. Unless noted, calls come from the whole dose curve; as a rule, active = well fitted curve in the direction sought with a large enough effect; inconclusive = small, poorly fitted or top-dose-only effect, or another doubt; inactive = no such curve, though single readings can be large; an effect the other way counts as inactive or inconclusive. An excerpt; rates above refer to the full screens.

Under each structure – BCR signal inh | Menin MLL FP TR | USP2a block | MBNL1 CUG block | GALK inh | S-ASM inh | PKM2 act | KCNH2 WT inh | Eya2 inh | TSHR antagonist | Mito fusion yeast
CC1CCCC(C)N1c1nnc(NC(=O)c2cc(-c3ccc(Br)cc3)on2)s1 (stereo not drawn)
→ ? | -1% | 4% | 98%[activator] | -1% | -16% | -2% | -9 | 11% | -9 | 0%
CCOC(Cn1c(-c2ccc(OC)cc2)nc2ccccc21)OCC
→ -4% | -10% | 3% | 0% | -4% | 0% | 1% | -35 | 7% | -1 | 1%
NS(=O)(=O)c1ccc(NC(=S)N2CCN(c3ccc(Cl)c(Cl)c3)CC2)cc1
→ ? | 15% | 2% | nt | 0% | -1% | -6% | -3 | 10% | -13 | -2%
Cc1cc(C)n(CC(=O)NNC(=O)c2ccc(OC(F)(F)F)cc2)n1
→ 6% | nt | 1% | nt | nt | 3% | nt | 2 | 1% | 0 | nt
Cc1cc(C)cc(OCC(=O)Nc2ccc(N3CCN(C(=O)c4ccco4)CC3)cc2)c1
→ ? | -9% | 2% | -10% | 0% | 0% | -1% | -3 | -4% | -3 | 12%
CCCCC[n+]1ccn(C2=C([O-])c3ccccc3C(=O)/C2=N\S(=O)(=O)c2ccccc2)c1
→ ? | ? | 2% | ? | 1% | -2% | -9% | 28 | 9% | 15 | -2%
COC(=O)c1ccccc1-c1c2ccc(=N)cc-2oc2cc(N)ccc12
→ ? | nt | ? | nt | nt | -19% | nt | -118* | ? | -3 | 5%
Cc1ccc(-c2nnc(SCc3nc(N)nc(Nc4ccccc4C)n3)n2N)cc1
→ -2% | nt | 2% | 1% | 0% | -6% | 4% | 7 | -13% | 4 | -11%
O=[N+]([O-])c1ccc(N(c2ccccc2)c2ccccc2)cc1
→ ? | 3% | 14% | 17% | 4% | -4% | -9% | 1 | -4% | 11 | 4%
CCC(=O)Nc1nc2ccc(NC(C)=O)cc2s1
→ -1% | -16% | -2% | -8% | 1% | 1% | -4% | 0 | -22% | -1 | 3%
Cc1ccc2c(c1)N(C(=O)CCC(=O)Nc1ccccc1Cl)CC(C)O2 (stereo not drawn)
→ 3% | -28% | -1% | 10% | nt | -2% | 7% | -5 | -8% | -10 | 4%
COc1cccc(OCC(=O)O/N=C(\N)c2ccncc2)c1
→ -4% | 0% | 0% | 1% | 0% | 2% | nt | -3 | 14% | -14 | 7%
O=c1[nH]nc(CNc2cccc(C(F)(F)F)c2)c2ccccc12
→ ? | 0% | 0% | 0% | 7% | -6% | 2% | -5 | -4% | -10 | 5%
CC(C)c1onc(C(=O)Nc2cccc(Cl)c2)c1[N+](=O)[O-]
→ -9% | ? | 2% | -1% | 2% | 0% | -2% | -7 | -3% | -3 | 2%
O=C(COc1ccccc1)NCCc1nc2ccccc2[nH]1
→ -30% | 9% | 0% | 2% | 1% | -1% | 1% | -1 | -9% | 1 | -3%
COC(=O)CCNc1n[nH]c(=O)[nH]c1=O
→ 1% | 11% | 1% | 5% | 0% | -2% | 15% | 2 | 2% | -6 | 7%
CCOc1ccccc1NC(=O)C1CCN(S(=O)(=O)c2c(C)noc2C)CC1
→ 17% | -13% | 4% | 0% | -4% | 3% | -3% | 0 | -4% | -7 | 9%
CCCS(=O)(=O)c1c(S(=O)(=O)CCC)c2c3ccccc3ccn2c1C(=O)OC
→ ? | 9% | -2% | ? | 0% | -3% | -3% | 0 | 3% | -9 | 14%
Cc1ccc2c(c1)N(C(=O)CCC(=O)N1CCOCC1)CC(C)O2 (stereo not drawn)
→ 0% | -2% | 1% | -3% | nt | 4% | -4% | 1 | -19% | -5 | 4%
Cc1ccc(-c2nnc(SCC(N)=O)nc2-c2ccc(C)cc2)cc1
→ -10% | -14% | 0% | ? | 4% | -6% | 4% | 9 | -9% | 2 | 17%
O=C(O)c1ccc(N=Nc2c(O)ccc3ncccc23)cc1
→ ? | ? | -14% | ? | 1% | -4% | nt | 2 | ? | -22 | -9%
CCOC(=O)CN(C(=O)COc1nc(C)cc(C)c1C#N)c1cccc(Cl)c1
→ -17% | nt | -1% | -12% | 0% | -2% | 1% | -1 | ? | 17 | -1%
Nn1cnnc1N/N=C/c1ccccc1C(F)(F)F
→ ? | 3% | -2% | 2% | -3% | 3% | nt | -1 | -2% | 15 | -4%
Cc1ccccc1Cn1cc(/C=N/n2cnnc2)c2ccccc21
→ ? | -26% | 4% | 6% | 0% | -22% | 1% | 29 | -3% | -6 | 13%
C=CCNC(=O)NC(=O)COC(=O)/C(C#N)=C/c1ccc(OC)cc1
→ -1% | -6% | -6% | ? | 11% | 2% | nt | 16 | -29% | 8 | ?
Cn1cc(S(=O)(=O)N2CCOCC2)cc1C(=O)NCc1ccccc1Cl
→ -3% | -10% | 1% | 3% | nt | 4% | -10% | 5 | -9% | 1 | 1%
CCOP(=O)(OCC)C(C)(C)NC(=O)Nc1ccc(Cl)c(Cl)c1
→ ? | nt | 2% | -5% | 4% | -9% | -2% | -1 | -2% | -3 | 1%
COc1cc(C(=O)Nc2nccs2)cc(OC)c1OC
→ ? | -8% | -2% | -1% | -1% | 3% | 10% | 0 | 14% | 0 | -1%
Cc1cnc2c(c1)C(=O)c1ccccc1-2
→ -3% | 19% | 2% | ? | 0% | 3% | nt | 1 | -8% | 0 | -13%
O=S(=O)(c1ccc(F)c(Cl)c1)N1CCN(C/C=C/c2ccccc2)CC1
→ 3% | nt | -5% | nt | nt | 3% | nt | 23 | -12% | 29 | 12%
CCc1ccc(NC(=O)CSc2nc3ccsc3c(=O)n2CCCCCC(=O)O)cc1
→ 3% | -1% | 2% | -30% | -1% | -3% | -1% | -1 | 5% | -14 | 4%
COc1cc(CNCCN(C)C)ccc1OCc1c(F)cccc1Cl
→ -6% | -7% | 1% | -5% | 0% | 8% | 3% | 15 | 1% | 4 | 1%
CC(=O)N1CCCc2ccc(NS(=O)(=O)c3ccc(C)c(C)c3)cc21
→ -4% | -16% | -4% | 1% | 6% | -1% | -6%[0.46 µM] | 0 | -1% | -12 | -5%
COc1ccc(C(=O)N/N=C(\C)CC(=O)Nc2ccc3ccccc3c2)c(OC)c1
→ -1% | nt | -13% | 4% | 6% | -9% | 0% | 6 | 4% | 23 | -8%
CCn1cc(S(=O)(=O)N2CCN(Cc3cccc(Cl)c3)CC2)cn1
→ 0% | -21% | 4% | -4% | 3% | 0% | 0% | 3 | -9% | -4 | 3%
COc1ccc(CNC(=O)N2CCN(c3ccc(F)cc3)CC2)cc1Cl
→ ? | 19% | 4% | 1% | -2% | -3% | 3% | -5 | -19% | -10 | 10%
CC(C)(C)c1cc(C(F)(F)F)c(C#N)c(=O)[nH]1
→ 14% | 8% | 2% | 5% | 0% | 74%[activator] | 0% | -11 | 3% | -4 | -2%
